DRD3 agonist: D3 dopamine receptor (human) agonism. D3R DiscoveRx beta-arrestin cells, luminescence, 90 min. max activation, %. 410,000 compounds, 0.58% hits. AID 652048; in the data active = max activation above about 30%; note: 0% is about no effect; mostly tested at two doses, the higher about 12 µM
Target sequence (P35462 whole entry, looked up): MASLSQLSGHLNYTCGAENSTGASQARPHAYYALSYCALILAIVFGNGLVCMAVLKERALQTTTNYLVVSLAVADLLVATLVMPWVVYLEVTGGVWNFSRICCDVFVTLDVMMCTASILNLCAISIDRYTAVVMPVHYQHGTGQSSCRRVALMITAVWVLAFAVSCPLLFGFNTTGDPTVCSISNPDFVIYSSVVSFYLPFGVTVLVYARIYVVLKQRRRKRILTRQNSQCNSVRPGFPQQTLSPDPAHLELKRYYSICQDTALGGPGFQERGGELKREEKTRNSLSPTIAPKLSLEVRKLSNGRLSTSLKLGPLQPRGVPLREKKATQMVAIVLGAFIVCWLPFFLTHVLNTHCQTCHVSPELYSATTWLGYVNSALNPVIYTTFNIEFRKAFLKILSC
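Agonist-mode cell screen: cells plated at 1500/well and incubated overnight at 37 °C, then exposed to library compounds for 90 min at 37 °C. Detection reagent was added for 30–60 min at room temperature, and luminescence was read.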
HT1080NT lethal: kills 2HG-producing HT-1080-NT fibrosarcoma cells. 360,000 compounds, 1.6% hits. Potency, µM (doses to about 46.1 µM), without a hit: top-dose activity, negative = less viability, most hits filed as cytotoxic. HT-1080-NT fibrosarcoma viability, CellTiter-Glo ATP luminescence, 48 h;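 note: NT is the 2HG producing partner of a matched IDH1 knockdown line; potency is the fitted concentration of half-maximal effect; 0% = DMSO-treated cells and -100% = media-only wells without cells; nearly all actives have a fitted effect of over 55% in size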
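A 48-hour cytotoxicity screen used HT-1080-NT cells plated 2 hours before compound delivery. ATP-based CellTiter-Glo luminescence measured viability, normalized to DMSO and no-cell controls.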
SW480 rereplic: induces DNA re-replication in SW480 colon adenocarcinoma cells; SW480 DNA re-replication, Hoechst DNA content imaging, 48 h; AID 624297; Potency, µM (highest dose often 46.1 µM), without a hit: at the highest dose re-replication activation, most hits filed as activators; 340,000 compounds, 1.8% hits; note: potency is the fitted concentration of half-maximal effect; % of control where 0% means no effect; nearly all actives have a fitted effect of over 55% in size
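Per well, 250 cells were exposed to pinned compound for 48 hr. Nuclear DNA was visualised with Hoechst (40 min, 37 C) and total object intensity recorded by fluorescence scanning.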
HT1080 IDH1KD tx: toxicity to HT-1080 IDH1 knockdown cells (counter line); 360,000 compounds, 2% hits; Potency, µM (highest dose often 46.1 µM), inactives show at the highest dose activity, negative = toxicity, usual class: cytotoxic; AID 686971; HT-1080 IDH1 knockdown viability, ATP luminescence, 48 h;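 note: potency is the fitted concentration of half-maximal effect; 0% = DMSO wells and -100% = cell-free medium wells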
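IDH1KD HT-1080 cells, 750/well, RPMI + 5% FBS; compound pinned after 2 h settling; 48 h, 37 °C; CellTiter-Glo luminescence; % activity normalised to DMSO and no-cell wells; curves fitted, classed by r2 and efficacy.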
KB-3-1 cytotox: kills parental KB-3-1 adenocarcinoma cells; KB-3-1 viability, CellTiter-Glo ATP luminescence, 72 h; 400,000 compounds, 1.4% hits; Potency, µM (highest dose often 46.1 µM), inactives show at the top dose activity change, negative = cytotoxic, hits mostly cytotoxic; note: potency is the fitted concentration of half-maximal effect; % is set by controls: 0 for no effect and ±100 for the full control effect; nearly all actives have a fitted effect of over 60% in size
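Parental KB-3-1 viability, qHTS format: 72 h compound exposure, 37 °C; CellTiter-Glo; media-only wells and DMSO plates as controls; concentration-effect fits on corrected data.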
GLP-1R agonist: agonists of human GLP-1 receptor | 380,000 compounds, 0.007% hits | HEK293 GLP-1R CRE-luciferase, luminescence, 4-6 h; cells express a hypersensitive GLP-1R form | Potency, µM (series often up to 45.6 µM), for the others: top-dose activation, actives largely listed as activators | P43220 | AID 624172; note: potency is the fitted concentration of half-maximal effect; % of control where 0% means no effect
Target sequence (P43220 whole entry, looked up): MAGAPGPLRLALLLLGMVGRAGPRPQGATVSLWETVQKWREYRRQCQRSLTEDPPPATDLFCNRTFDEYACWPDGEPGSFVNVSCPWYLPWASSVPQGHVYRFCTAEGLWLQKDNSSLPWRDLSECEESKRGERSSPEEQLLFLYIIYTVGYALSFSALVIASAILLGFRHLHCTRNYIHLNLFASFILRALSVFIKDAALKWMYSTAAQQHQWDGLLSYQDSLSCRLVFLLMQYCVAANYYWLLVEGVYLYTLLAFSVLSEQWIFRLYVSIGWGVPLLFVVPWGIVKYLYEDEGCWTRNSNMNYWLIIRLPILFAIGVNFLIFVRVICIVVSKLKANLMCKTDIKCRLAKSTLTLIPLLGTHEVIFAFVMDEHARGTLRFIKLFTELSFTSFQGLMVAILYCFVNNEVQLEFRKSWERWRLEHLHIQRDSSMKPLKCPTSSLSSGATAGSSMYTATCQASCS
IL1B secr inh: blocks inflammasome-driven IL-1 beta release | THP-1 LPS/ATP IL-1B secretion, AlphaLISA, 16 h; stronger effect = lower value | activity change, % at 57.5 µM | 360,000 compounds, 4.7% hits | AID 743279; in the data active = activity change below about -50%; inconclusive = mostly about -30% to -49%; note: % is set by controls: 0 for no effect and ±100 for the full control effect
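Secreted IL-1B measured by AlphaLISA bead assay after 16 h compound exposure of THP-1 cells; compounds (final up to 57.5 uM) added 1 h before LPS (250 ng/mL) and ATP (1.25 mM) stimulation; lower signal means less secretion.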
KB-V1 cytotox: kills drug-selected multidrug resistant KB-V1 cells | Potency, µM (titrated, usually from 46.1 µM), for inactives: top-dose activity change, negative = cytotoxicity, hits mostly cytotoxic | 400,000 compounds, 3.4% hits | KB-V1 MDR cells viability, CellTiter-Glo, 72 h; note: potency is the fitted concentration of half-maximal effect; % is set by controls: 0 for no effect and ±100 for the full control effect; nearly all actives have a fitted effect of over 60% in size
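Readout: CellTiter-Glo luminescence, 10 min after addition. Cells: KB-V1 MDR subline, 72 h at 37 degrees C with compound. Analysis: corrected, normalized data fitted to concentration-effect curves.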
DRD3 antagonist: D3 dopamine receptor (human) antagonism | 360,000 compounds, 2.5% hits | D3R cells, DiscoveRx beta-arrestin luminescence, antagonist mode; stronger effect = lower value | max response, negative = inhibition, % | P35462 | AID 652054; in the data active = max response below about -50%; inconclusive = no clear call, values can overlap the other calls; note: % is set by controls: 0 for no effect and ±100 for the full control effect; mostly tested at two doses, the higher about 12 µM
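Cells plated overnight at 1500 cells/well, then exposed to library compounds with dopamine controls for 90 minutes at 37 degrees C. DiscoveRx reagent added for 30–60 minutes at room temperature; luminescence read, quantitative HTS format.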
* hit, by the source's call; ? = inconclusive; nt = not tested or not shown; & = joins results of further samples; [ ] = another dose, or the depositor's remark. Unless noted, calls come from the whole dose curve; as a rule, active = well fitted curve in the direction sought with a large enough effect; inconclusive = small, poorly fitted or top-dose-only effect, or another doubt; inactive = no such curve, though single readings can be large; an effect the other way counts as inactive or inconclusive.

The line under a structure holds: DRD3 agonist	HT1080NT lethal	SW480 rereplic	HT1080 IDH1KD tx	KB-3-1 cytotox	GLP-1R agonist	IL1B secr inh	KB-V1 cytotox	DRD3 antagonist
O=C(NCC1CCCO1)c1ccc2c(c1)N(Cc1ccc(F)cc1Cl)C(=O)CS2 (stereo not drawn)
    4.5	-8.7%	-0.1%	-14.0%	3.1%	8.2%	19.7	0.0%	2.7
CCCNC(=O)c1ccc(N2CCC3(CC2)CC(c2ccccc2)=NO3)c(NC(=O)c2cccc(OC)c2)c1
    25.2	-6.0%	-3.2%	-0.1%	?	-2.9%	7.7	4.3%	39.5
N#CCCN(C(=O)CCl)c1cccc(Cl)c1
    -2.4	?	2.59µM*	23.1µM*	20.6µM*	-5.5%	-69.8*	?	5.8
COc1ccc(C(=O)Nc2nc(C)cs2)cc1S(=O)(=O)N1CCOCC1
    -2.4	-1.9%	nt	2.0%	0.5%	3.4%	2.4	23.0%	-1.7
CCc1ccc(NC(=O)CCC(=O)Nc2nnc(C(C)C)s2)cc1
    -7.2	-3.6%	-7.3%	0.0%	1.2%	-0.4%	-16.6	0.4%	-3.1
O=Nc1c(O)n(Cc2ccc(Cl)c(Cl)c2)c2ccccc12
    3.7	-25.3%	-2.4%	?	-19.3%	0.1%	-58.9*	-20.7%	-0.7
CCOC(=O)/C(C#N)=C/Nc1ccccc1OC(F)(F)F
    -29.1	3.3%	-10.4%	10.9%	8.1%	25.6%	7.4	-2.0%	-3.9
Cc1ccc(CSC(Nc2ccc(F)cc2)=C(C#N)C#N)cc1
    -1.3	?	?	?	?	-6.8%	-56.8*	13µM*	?
O=S(c1ccccc1)C(c1ccccc1)c1ccccc1 (stereo not drawn)
    1.7	-8.0%	-5.4%	-7.6%	2.4%	1.4%	8.2	4.3%	-16.4
CCOC(=O)c1cc(-c2ccccc2)sc1NC(=O)CN1C(=O)c2ccccc2C1=O
    0.3	-0.2%	-5.6%	-5.1%	13.2%	-8.3%	-28.4	1.4%	-20.3
CCOc1ccc(C(=O)NC(=S)Nc2cccnc2)cc1[N+](=O)[O-]
    -9.2	-4.9%	0.5%	-10.5%	22.1%	3.2%	19.2	14.1%	-19.7
Cc1ccc(NNC(=O)c2c(F)cccc2Cl)cc1Cl
    6.5	-16.0%	-96.2%[inhibitor]	-15.0%	-1.8%	10.5%	-15.0	11.4%	9.6
CCc1ccccc1NC(=O)CN(C)C(=O)COC(=O)c1c(Cl)cccc1Cl
    -0.7	-6.5%	20.6%	-1.2%	-0.3%	1.4%	-9.5	?	0.0
O=C(/C=C/c1ccccc1)NNC(=O)c1cccs1
    -0.4	-1.2%	-10.5%	11.0%	-13.3%	-0.2%	2.5	0.7%	-2.7
C/C(=N\Nc1cc(Cl)nc(C)n1)c1ccc(C)cc1
    2.0	?	-1.5%	-27.7%	-4.7%	20.1%	0.0	?	-2.9
COc1cc(/C=N/NC(=S)NCc2ccccc2)ccc1OCC#N
    -12.1	-7.1%	4.2%	-10.5%	-13.7%	8.0%	0.0	?	-9.0
CC(C)C(C(=O)NCC1CCCO1)N(Cc1ccco1)C(=O)CNS(=O)(=O)c1ccccc1 (stereo not drawn)
    -15.7	-0.9%	-2.4%	11.9%	-14.8%	-13.2%	-9.5	0.0%	-15.7
CCOc1ccc(CN2C(=O)c3ccccc3C2=O)cc1C(=O)Nc1nnc(SCC)s1
    6.3	15.4%	-11.2%	11.6%	0.8%	3.6%	-3.4	-5.2%	4.9
O=C(/C=C/[C@H]1O[C@@H](n2ccc(=O)[nH]c2=O)[C@H](O)[C@@H]1O)NCCN1CCOCC1
    -8.5	9.7%	nt	16.2%	0.0%	-3.8%	-5.8	7.6%	-2.3
Cc1ccc(-c2nnc(C)c(N3CCOCC3)n2)cc1
    -0.9	-2.8%	-5.8%	-2.5%	7.3%	3.0%	-17.9	-21.7%	0.0
CC(C)c1c(C(=O)N/N=C/c2cccc(OCc3ccc(F)cc3)c2)nnn1-c1nonc1N
    22.1	13.9%	2.8%	-3.2%	-23.7%	-1.3%	-83.2*	12.0%	44.7
COc1ccccc1NS(=O)(=O)c1cccc(C(=O)N/N=C(\C)c2ccncc2)c1
    -8.0	-1.7%	-6.6%	0.1%	-0.1%	-10.5%	5.5	-19.7%	-0.9
CCOC(=O)c1ccc(CNC(=O)CSc2nnc(-c3ccncc3)o2)cc1
    2.0	-3.6%	8.1%	1.5%	4.5%	2.6%	0.0	?	7.5
O=C(NCc1ccccc1)c1ccc(CNc2c(N3CCCC3)c(=O)c2=O)cc1
    2.4	9.1%	-5.2%	9.3%	20.1%	-3.7%	38.3	-1.4%	12.1
CCCCN(c1ccccc1)c1ncnc(N)c1[N+](=O)[O-]
    3.1	6.9%	-7.3%	2.2%	9.0%	-16.3%	-8.4	-2.9%	20.9
CCc1cccc(C)c1NC(=O)c1cc(-c2ccncc2)nc2ccccc12
    0.0	-5.4%	-2.6%	-8.1%	5.6%	2.7%	13.2	-18.3%	0.3
Cc1cc(C)c2c(CN3CCOCC3)cc(=O)oc2c1C
    -12.3	5.1%	-2.1%	6.1%	5.9%	0.1%	-16.0	-22.2%	5.2
Cc1ccc(NC(=O)COc2ncnc3sccc23)cc1S(=O)(=O)N(C)C
    4.8	12.4%	1.9%	4.2%	-0.5%	13.3%	0.0	0.0%	-6.0
C[C@@]12C(=O)N(c3ccccc3)C(=O)N1[C@@H]1c3ccccc3OC[C@@H]1[C@H]2c1ccccc1
    1.5	-13.9%	8.0%	-18.8%	?	-6.6%	-5.9	?	91.5
C=CCSc1nc(N)c(C#N)c(-c2ccccc2)c1C#N
    1.7	5.1%	-17.8%	-0.7%	-1.3%	11.2%	15.5	4.2%	1.2

Record cards (already shown). Values in the order: DRD3 agonist | HT1080NT lethal | SW480 rereplic | HT1080 IDH1KD tx | KB-3-1 cytotox | GLP-1R agonist | IL1B secr inh | KB-V1 cytotox | DRD3 antagonist
Listed for Cc1cc(C)c2c(CN3CCOCC3)cc(=O)oc2c1C → -12.3 | 5.1% | -2.1% | 6.1% | 5.9% | 0.1% | -16.0 | -22.2% | 5.2
Listed for COc1cc(/C=N/NC(=S)NCc2ccccc2)ccc1OCC#N → -12.1 | -7.1% | 4.2% | -10.5% | -13.7% | 8.0% | 0.0 | ? | -9.0

Next section.
The line under a structure holds: DRD3 agonist	HT1080NT lethal	SW480 rereplic	HT1080 IDH1KD tx	KB-3-1 cytotox	GLP-1R agonist	IL1B secr inh	KB-V1 cytotox	DRD3 antagonist
O=C(CSc1nnc2scc(-c3ccc(Cl)cc3)n12)NCc1ccco1
    -7.3	5.4%	0.5%	1.4%	9.2%	6.2%	-0.8	23.1µM*	2.7
O=c1[nH]c(C2CCCN(S(=O)(=O)c3cccc(F)c3)C2)nc2c1nnn2Cc1ccccc1 (stereo not drawn)
    1.1	?	-2.7%	-19.6%	19.9%	20.8%	14.6	-12.1%	-2.2
COc1ccc(CN(C#N)c2nc(C)cc(C)n2)cc1
    -1.8	-1.4%	-1.2%	1.4%	6.0%	11.3%	4.0	1.8%	-1.7
COc1ccc(N2CCN(CC(=O)NC(=O)NC(C)(C)C)CC2)cc1
    1.4	6.6%	-1.7%	10.1%	0.7%	1.9%	14.5	?	16.3
CCOc1ccc(S(=O)(=O)N2CCN(C(=S)NCc3ccccc3)CC2)cc1
    -10.9	26.6%	-1.6%	-8.1%	-32.2%	6.0%	32.9	18.4µM*	-17.6
CCOc1ccc(OCCC(=O)NNC(=O)c2ccncc2)cc1
    6.3	-2.9%	-5.9%	0.1%	1.8%	-0.4%	-0.6	0.0%	67.8
COc1ccc(-n2c(COc3ccccc3)n[nH]c2=S)cc1
    -5.8	2.4%	-2.1%	1.9%	-2.2%	2.3%	23.4	-1.4%	-12.9
O=C(CNc1ccccc1F)Nc1cccc(S(=O)(=O)N2CCCCC2)c1
    -14.6	-7.3%	19.7%	-11.4%	3.7%	7.7%	-8.3	-8.4%	-5.2
O=C(O)C1CCN(c2c([N+](=O)[O-])cc(C(F)(F)F)cc2[N+](=O)[O-])CC1
    -1.0	12.1%	-8.7%	10.8%	9.8%	-7.6%	9.0	-0.6%	?
O=C(CSc1nnnn1-c1ccc(F)cc1)Nc1nc2ccccc2s1
    6.3	-0.9%	-2.3%	-10.2%	20.2%	-2.3%	27.3	0.0%	-10.4
O=C(NCC1CCCCC1)c1cccc(S(=O)(=O)N2CCCC2)c1
    -6.7	-1.8%	0.0%	-0.7%	nt	2.5%	-5.1	nt	7.4
CCOC(=O)c1ccc(NC(=S)N(CCN2CCCCCC2)Cc2cccs2)cc1
    -15.8	6.0%	?	4.0%	-4.4%	11.0%	-3.3	-11.3%	-74.9*
CCC(=O)Oc1ccc(/C(CC)=C(\CC)c2ccc(OC(=O)CC)cc2)cc1
    9.0	-22.7%	-8.6%&-8.0%	-25.8%	-0.1%	-2.9%	40.1	?	27.1
C=CCC1NS(=O)(=O)O[C@H](CCCC)[C@@H]1O (stereo partly drawn)
    5.6	10.6%	-10.4%	9.3%	14.7%	-1.6%	27.9	?	-13.9
O=c1oc(CCO)cc2ccc(C#Cc3ccsc3)cc12
    22.9	0.2%	?	-5.6%	0.0%	26.8%	-7.1	8.0%	20.1
Clc1ccc(-c2csc3ncnc(Cl)c23)cc1
    2.5	-9.7%	20.6µM*	-6.6%	-0.7%	14.1%	-88.6*	-16.5%	-4.3
Cc1nnc(NC(=O)CCC(=O)N2CCN(S(=O)(=O)c3cc([N+](=O)[O-])ccc3C)CC2)s1
    6.3	2.4%	-2.9%	1.1%	12.8%	19.2%	17.9	11.5%	18.2

Source: PubChem BioAssay
